K1F lysis inhibition = inhibition of K1F phage lysis, E. coli UTI89, bacterial capsule biogenesis inhibitors, alamar blue (AID 488966) | E. coli UTI89 K1F phage lysis, alamar blue, 2 h; higher % means a stronger effect | hit rate 0.02% among 340,000 | inhibition, % at 100 µM, or IC50 in µM where a hit was titrated;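 active = phage lysis inhibition, versus mean bacterial control, above a set limit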;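 note: capsule biogenesis inhibitors block K1F phage lysis so surviving cells raise fluorescence; higher fluorescence means more inhibition of phage lysis; actives were called in the ten point dose series up to 300 µM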
RSV antiviral HEp-2 = RSV antiviral activity via CPE protection, HEp-2 cells, primary 10 µM value included (AID 2391); one-dose CPE inhibition, % at 10 µM; IC50 in µM for titrated hits; hit rate 0.13% among 310,000; HEp-2 cells, RSV-induced CPE inhibition; higher % means a stronger effect; in the data active = a potency from the dose series; note: strong numbers were not always called active
Yfh1-off respiration = enhancers of respiration in Yfh1-depleted yeast, dose response, Friedreich's ataxia, plus single-dose screen (AID 1465); fold induction at 50 µM; hits with a dose series show EC50 in µM; S. cerevisiae Yfh1-off respiration, WST-1 reduction, 72 h; higher fold induction means a stronger effect; hit rate 0.074% among 220,000;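 active = fold induction of absorbance versus untreated yeast above a set limit, then at least 30% activation at any dose in follow-up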;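 note: activators that raise dye reduction in frataxin-depleted yeast; strong numbers were not always called active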
West Nile antiviral = West Nile virus antiviral activity, cell-based, CPE readout (AID 1621) | West Nile virus-infected cells, CPE inhibition; higher % means a stronger effect | one-dose CPE inhibition, % at 10 µM; IC50 in µM for titrated hits | hit rate 0.02% among 290,000; in the data active = a potency from the dose series; note: strong numbers were not always called active
WT yeast gro inh = growth inhibition of WT strain, primary screen, mitochondrial fusion inhibitor project, WT and mutant strains, chemical genetic; mitochondrial fusion phenotypic screen; hit rate 2.1% among 190,000; AID 1362, 2008; inhibition, % at 10 µM; in the data active = inhibition above about 58%; tested in S. cerevisiae
SV40 large T antigen = SV40 large T antigen inhibitors, biochemical (AID 1903); one-dose inhibition, % at 20 µM; IC50 in µM for titrated hits; hit rate 0.39% among 310,000; SV40 large T antigen ATPase/helicase inhibition assay; higher % means a stronger effect; in the data active = a potency from the dose series; note: strong numbers were not always called active
XIAP displacement = XIAP antagonists, biochemical, IAP family, fluorescence polarization (AID 1018) | E3 ubiquitin-protein ligase XIAP (Homo sapiens) | XIAP BIR domain, fluorescence polarization peptide displacement; higher % means a stronger effect | displacement, % at 20 µM; hits with a dose series show IC50 in µM | hit rate 0.007% among 200,000; in the data active = displacement above about 50%; note: a part of the inactive calls stands beside numbers as strong as those of hits
ER stress rescue = rescue of cells from ER stress-induced death, primary screen, 384-well, CSM14.1, thapsigargin, ATP luminescence (AID 1222). cellular ATP content (survival), % at 20 µM, or EC50 in µM where a hit was titrated. CSM14.1 thapsigargin-induced death rescue, ATP luminescence; higher % means a stronger effect. 190,000 tested, under 10 active;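 active = EC50 below 50 µM in the dose-response confirmation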;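 note: death triggered by thapsigargin at about 15 µM added after 2 h compound pretreatment; cell ATP read after overnight thapsigargin exposure of roughly 18 to 22 hours; normalized against plate controls of thapsigargin alone and 5% DMSO vehicle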
Dengue-2 NS5 capping = Dengue-2 NS5 methyltransferase inhibitors, primary screen, biochemical, confirmation dose response (AID 588689); Genome polyprotein (Dengue virus type 2 (strain 16681-PDK53)); Dengue-2 NS5 methyltransferase capping enzyme assay, biochemical; higher % means a stronger effect; hit rate 0.3% among 340,000; inhibition, % at 25 µM, or IC50 in µM where a hit was titrated; in the data active = a potency from the dose series
WT yeast gro inh mutant strain = also measured in WT yeast gro inh; calls as there; inhibition, %; mitochondrial fusion phenotypic screen, mutant strain inhibition
Dengue-2 NS5 capping pilot replicate = recorded beside Dengue-2 NS5 capping, whose call it bears; inhibition, %; measured here: pilot screen replicate inhibition
* hit, by the source's call; i = inactive; nt = no result given; [ ] = dose if it differs, or a comment. An unsorted share of the library; any-hit rate near 2.2%.

SMILES | K1F lysis inhibition | RSV antiviral HEp-2 | Yfh1-off respiration | West Nile antiviral | WT yeast gro inh | WT yeast gro inh mutant strain | SV40 large T antigen | XIAP displacement | ER stress rescue | Dengue-2 NS5 capping | others
COc1cc(C2NC(=O)NC(C)=C2C(=O)NCc2ccccc2)c(Cl)cc1O (stereo not drawn) | 4.3% | -0.2% | i | -0.2% | -2 | 3 | 3% | -2.8% | -0.1% | 1%
Cc1ccccc1C1C(C#N)=C2N=C(N)c3c(sc4c3CCCCC4)N2C2=C1C(=O)CC(C)(C)C2 (stereo not drawn) | 0.0% | 18% | i | 0.3% | 14 | -13 | 17% | -3.8% | 0.1% | 15%
CS(=O)(=O)N(CC(=O)N/N=C/c1cc([N+](=O)[O-])ccc1Cl)c1ccccc1 | -0.2% | 2.4% | i | 0.4% | 13 | 12 | 5% | -5.8% | 1.6% | -31%
COC(=O)/C(=C\Nc1ccc(Cl)c2ccccc12)c1ncc(C(F)(F)F)cc1Cl | 0.3% | 7.6% | i | -0.1% | 15 | 5 | nt | -14% | -2.8% | 3%
CC(C)c1ccc(OCC(=O)Nc2cccc3c2CCCC3)cc1 | 1.1% | 0.2% | i | -0.1% | 11 | 5 | -1% | -7.7% | -1.6% | 0%
CCCNC(=O)c1ccc(N2CCC3(CC2)CC(c2ccccc2)=NO3)c(NC(=O)c2ccco2)c1 | 0.9% | -1.0% | nt | -1.2% | nt | nt | 3% | nt | nt | -8%
COc1cc(-c2nc(CCNC(=O)c3ccco3)cs2)cc(OC)c1OC | 0.3% | 0.3% | nt | 0.0% | nt | nt | 13% | nt | nt | -1%
O=C(Oc1coc(CSc2ncccn2)cc1=O)c1ccccc1[N+](=O)[O-] | 0.0% | -1.1% | i | -0.1% | 9 | 3 | 18% | -11% | 1.1% | -5%
CN(C)S(=O)(=O)c1ccc(C(=O)OCC2CCCO2)cc1 (stereo not drawn) | 0.4%[50 µM] | 0.7% | nt | 0.6% | nt | nt | -2% | nt | nt | -8%
CCc1cccc(NC(=O)C2CCCC2)c1 | 0.6% | 1.7% | i | -0.1% | 7 | -49 | 5% | -4.8% | -1.1% | -5%
Cc1cccc(N/N=C(\C#N)S(=O)(=O)C(C)(C)C)c1 | -1.0% | 4.2% | i | 0.3% | -44 | 4 | 9% | -12% | -6.6% | -5%
CC(=O)N1CCN(C(=O)CCc2nnc(CCCCc3ccccc3)o2)CC1 | 0.3% | -0.4% | i | -0.2% | -11 | 12 | 21% | -0.2% | 0.3% | -10%
Cc1ccc(Nc2nnc(SCC(=O)c3ccc(O)cc3O)s2)cc1 | 1.2% | 9.9% | nt | 0.5% | nt | nt | 7% | nt | nt | -6%
Nc1ccc(C(=O)OCC(=O)Nc2ccc([N+](=O)[O-])cc2C(F)(F)F)cc1 | 9.8% | 1.5% | i | -0.9% | 6 | 6 | -5% | -3.7% | -1.3% | 1%
O=C(NCCc1ccccc1)C(c1cccs1)N(C(=O)c1csnn1)C1CC1 (stereo not drawn) | 4.7% | 2.6% | i | -1.0% | 13 | 9 | 4% | -0.8% | -1.9% | -4%
COc1cc(C(=O)NCCOc2ccccc2)c(Br)c(OC)c1OC | 2.8% | 1.2% | i | -0.3% | -2 | -4 | 13% | -1.6% | 1.4% | -6%
Cc1cc(C)n2c(-c3ccccc3Cl)nnc2n1 | 1.3%[50 µM] | 0.7% | i | 2.0% | -7 | -1 | 6% | 0.2% | -0.2% | -9%
CN(CCOc1ccc(Br)cc1)CC(O)c1ccccc1 (stereo not drawn) | 0.0% | -4.0% | nt | -0.1% | nt | nt | -4% | nt | nt | -9%
CCOC(=O)c1c(S(=O)(=O)Nc2ccc(CN3CCC(C)CC3)cc2)c(C)n(C)c1C | 2.7% | -2.1% | nt | -1.0% | nt | nt | 11% | nt | nt | -5%
CCOC(=O)N1CCN(C(=O)C(C)SCc2ccccc2)CC1 (stereo not drawn) | -0.1% | 0.6% | i | -0.7% | -12 | 5 | 9% | -1.9% | 3.2% | -5%

Reprinted from above, eight compounds:
SMILES | K1F lysis inhibition | RSV antiviral HEp-2 | Yfh1-off respiration | West Nile antiviral | WT yeast gro inh | WT yeast gro inh mutant strain | SV40 large T antigen | XIAP displacement | ER stress rescue | Dengue-2 NS5 capping | others
CCCNC(=O)c1ccc(N2CCC3(CC2)CC(c2ccccc2)=NO3)c(NC(=O)c2ccco2)c1 | 0.9% | -1.0% | nt | -1.2% | nt | nt | 3% | nt | nt | -8%
COc1cc(-c2nc(CCNC(=O)c3ccco3)cs2)cc(OC)c1OC | 0.3% | 0.3% | nt | 0.0% | nt | nt | 13% | nt | nt | -1%
O=C(Oc1coc(CSc2ncccn2)cc1=O)c1ccccc1[N+](=O)[O-] | 0.0% | -1.1% | i | -0.1% | 9 | 3 | 18% | -11% | 1.1% | -5%
CN(C)S(=O)(=O)c1ccc(C(=O)OCC2CCCO2)cc1 (stereo not drawn) | 0.4%[50 µM] | 0.7% | nt | 0.6% | nt | nt | -2% | nt | nt | -8%
CCc1cccc(NC(=O)C2CCCC2)c1 | 0.6% | 1.7% | i | -0.1% | 7 | -49 | 5% | -4.8% | -1.1% | -5%
Cc1cccc(N/N=C(\C#N)S(=O)(=O)C(C)(C)C)c1 | -1.0% | 4.2% | i | 0.3% | -44 | 4 | 9% | -12% | -6.6% | -5%
CC(=O)N1CCN(C(=O)CCc2nnc(CCCCc3ccccc3)o2)CC1 | 0.3% | -0.4% | i | -0.2% | -11 | 12 | 21% | -0.2% | 0.3% | -10%
Cc1ccc(Nc2nnc(SCC(=O)c3ccc(O)cc3O)s2)cc1 | 1.2% | 9.9% | nt | 0.5% | nt | nt | 7% | nt | nt | -6%

(next part)
SMILES | K1F lysis inhibition | RSV antiviral HEp-2 | Yfh1-off respiration | West Nile antiviral | WT yeast gro inh | WT yeast gro inh mutant strain | SV40 large T antigen | XIAP displacement | ER stress rescue | Dengue-2 NS5 capping | others
CCCc1cc(=O)[nH]c2nnc(SCC(=O)Nc3cc(C)on3)n12 | 0.7%[50 µM] | -0.8% | nt | nt | nt | nt | 11% | nt | nt | -4%
O=C(c1ccccn1)N1CCCC(N2CCN(c3cccc(C(F)(F)F)c3)CC2)C1 (stereo not drawn) | -0.2% | 1.0% | nt | -0.5% | nt | nt | 5% | nt | nt | 0%
CCOc1ccc(S(=O)(=O)N2CCN(S(=O)(=O)c3ccc(OCC)cc3)C(C)C2)cc1 (stereo not drawn) | 0.7% | -1.0% | i | -0.3% | 13 | 1 | 2% | -3.9% | -0.2% | 3% | Dengue-2 NS5 capping pilot replicate=0.3
COc1ccc(C(C)(C)C)cc1S(=O)(=O)N1CCN(C)CC1 | 0.4% | -0.2% | i | -0.1% | 11 | -18 | -5% | -1.6% | 1.0% | -3%
C[C@@]12CCC=C[C@H]1[C@H](c1ccc(F)c(/C=C/c3ccccc3)c1)N(Cc1ccccc1)C2=O | 0.7% | -0.7% | i | -0.4% | nt | nt | 5% | nt | nt | -3%
CN(CC(O)COc1ccc(S(=O)(=O)N2CCOCC2)cc1)C1CCCCC1 (stereo not drawn) | 0.0% | -0.6% | i | -0.5% | -1 | 5 | 19% | -0.4% | 2.0% | 3%
COc1ccc(N(CC(=O)NCc2ccccc2)S(=O)(=O)c2c(C)noc2C)cc1 | 0.3% | -1.3% | i | -0.3% | -6 | -17 | 2% | -3.3% | -3.1% | 0%
CCCCCCCNC(=O)C1(CC2CC(c3ccc(Cl)cc3)=NO2)CCN(C(=O)OC(C)(C)C)CC1 (stereo not drawn) | 1.3% | -0.9% | nt | -1.4% | nt | nt | 11% | nt | nt | 7%
CC(=O)CCc1ccc(OCCCCn2cncn2)cc1 | 3.6% | 0.6% | i | 0.2% | 0 | -2 | -1% | -3.9% | -1.8% | 7%
Cc1cc(SCC(=O)Nc2ccc(O)cc2)n2nc(C)c(-c3ccccc3)c2n1 | 0.5% | 2.4% | i | 0.0% | nt | nt | 19% | nt | nt | -3%
CCOc1ccc(C2C(C(=O)c3cccs3)=C(O)C(=O)N2Cc2cccnc2)cc1OC (stereo not drawn) | -0.3% | 1.5% | i | 0.3% | 0 | -1 | 12% | -7.1% | -2.0% | -2%
O=C(CSC1=NS(=O)(=O)c2ccccc2N1)Nc1nccs1 | 0.4%[50 µM] | -0.8% | nt | nt | nt | nt | 6% | nt | nt | 1%
COC(=O)c1c(C)nc(C)c(C(=O)OC)c1-c1ccc(OC)c(OC)c1 | -0.3% | -2.0% | i | 0.7% | 2 | -20 | -1% | -3.6% | 1.0% | -3%
COc1ccc(C(=O)OCC(=O)NC2CCCC2)c(OC)c1 | 0.1% | 0.9% | nt | -0.1% | nt | nt | 19% | nt | nt | -11%
Cc1ccc(Cn2c(C(C)Nc3nc(-c4ccc(Cl)cc4)cs3)nc3cc(C(=O)NCCCO)ccc32)cc1 (stereo not drawn) | 2.0% | 4.2% | i | 0.5% | nt | nt | 10% | nt | nt | 9%
Cc1cnc(C(=O)Nc2ccc(C(C)C)cc2)cn1 | 5.8% | 8.8% | i | -0.5% | 5 | -13 | 19% | -8.4% | -2.5% | -4%
COCCNS(=O)(=O)c1cc(C)c(C)cc1C | 0.1% | 1.2% | i | 0.5% | 9 | 0 | 16% | 0.6% | 1.0% | -4%
CC(C(=O)N(C)C1CCS(=O)(=O)C1)N1C(=O)/C(=C/c2cccs2)SC1=S (stereo not drawn) | 0.1% | 9.9% | nt | 12% | nt | nt | 13% | nt | nt | -9%
CCCn1c(=O)[nH]c(=O)c2c1nc(-c1ccccc1)n2CCN1CCOCC1 | 0.3% | 2.6% | i | -0.1% | 0 | 3 | 8% | -8.6% | -1.2% | -1%
Cc1ccc(Cn2c(=O)n(Cc3ccco3)c(=O)c3ccccc32)cc1 | -0.3% | 1.3% | i | -0.4% | 14 | -2 | 18% | -2.9% | -3.3% | 7%
Cc1cccc(N2CCN(C(=O)c3ccncc3)CC2)c1C | 0.5% | 0.0% | i | 3.4% | 0 | -24 | 3% | -3.9% | 0.5% | -7%
CC1CCCN(C(=O)c2ccc(COc3ccccc3Br)cc2)C1 (stereo not drawn) | 8.2% | 22% | i | -0.6% | 29 | 22 | 23% | -2.3% | 0.9% | -3%
COc1ccc(N=C2CCCN2CC(N)=O)cc1 | 0.2% | 0.8% | i | 0.3% | 5 | -5 | 11% | -3.1% | -1.1% | 1%
Clc1ccc(-c2[nH]ncc2N=Nc2ccccc2)cc1 | 0.0% | 5.6% | nt | -0.7% | nt | nt | 0% | nt | nt | 1%
CC(=O)Nc1ccccc1NS(=O)(=O)c1ccccc1[N+](=O)[O-] | 0.7% | -0.4% | i | 0.6% | -10 | -6 | 23% | -4.2% | -1.5% | 1%
Cc1ccc([N+](=O)[O-])cc1NC(=O)C1CCCC1 | 0.0% | 1.8% | nt | -0.6% | nt | nt | 4% | nt | nt | 0% | Dengue-2 NS5 capping pilot replicate=1.5
CCN(CC)S(=O)(=O)c1cccc(C(=O)Nc2nncs2)c1 | 0.1% | 1.5% | i | 1.0% | 7 | -10 | 5% | 0.3% | -2.8% | 0%

High-throughput results from PubChem.
